Artemis endo inh: Artemis (human) endonuclease inhibition; Q96SD1; recombinant Artemis, quenched FAM hairpin cleavage fluorescence; inhibition, % at 10 µM; hit rate 0.78% among 30,000; AID 686954;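 active = at 10 µM dose, at least 30% inhibition, measured as corrected fluorescence normalized to stimulator and neutral control wells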
Target sequence (Q96SD1 whole entry, looked up): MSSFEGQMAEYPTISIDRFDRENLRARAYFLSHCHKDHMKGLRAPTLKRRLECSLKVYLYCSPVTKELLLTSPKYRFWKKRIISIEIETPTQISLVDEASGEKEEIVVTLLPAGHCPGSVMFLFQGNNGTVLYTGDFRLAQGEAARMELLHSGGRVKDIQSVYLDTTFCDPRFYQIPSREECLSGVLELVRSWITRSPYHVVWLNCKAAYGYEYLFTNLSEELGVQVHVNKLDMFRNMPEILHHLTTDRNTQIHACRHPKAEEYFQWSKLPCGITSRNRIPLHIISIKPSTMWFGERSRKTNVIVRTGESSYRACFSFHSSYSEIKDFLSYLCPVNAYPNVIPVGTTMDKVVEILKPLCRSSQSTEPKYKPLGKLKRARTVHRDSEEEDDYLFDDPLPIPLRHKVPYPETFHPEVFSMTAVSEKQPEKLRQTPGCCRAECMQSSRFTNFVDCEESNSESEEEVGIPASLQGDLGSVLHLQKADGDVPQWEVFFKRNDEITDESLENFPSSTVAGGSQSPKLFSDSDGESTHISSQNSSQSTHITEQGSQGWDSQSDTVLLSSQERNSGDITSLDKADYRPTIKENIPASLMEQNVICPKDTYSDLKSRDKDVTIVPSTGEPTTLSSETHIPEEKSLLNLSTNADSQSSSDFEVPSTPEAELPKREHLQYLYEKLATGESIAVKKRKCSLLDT
Starred values were filed as active, the others as inactive. These rows are one share of the data, so the mix of outcomes need not match the whole.

Compound,Artemis endo inh
COc1ncnc2c1NC(=O)CS2,0.3
O=C(CCC(=O)N(CC(=O)NC1CCCC1)C1CCCC1)Nc1ccccn1,-1.3
Cc1ccc(N2C(=O)c3ccccc3C2=O)cc1Cl,-2.8
CC(NC(=O)c1cnc2n(c1=O)CCS2)c1ccccc1 (centres undefined),0.1
C=CCOc1c(OC)cc(Cl)cc1C1NC(=O)NC(C)=C1C(C)=O (centres undefined),-2.2
CN(C(=O)COC(=O)c1c[nH]c(=O)[nH]c1=O)C1CCCCC1,-12.8
CCc1nc(SCC(=O)Nc2ccc3c(c2)OCCO3)c2oc3ccccc3c2n1,5.4
Cc1cc(C)c(-n2c(O)c(C=NCCN3CCOCC3)c(=O)[nH]c2=O)c(C)c1,-5.4
COc1cc(-c2c(C#N)c(N)nc3c2CCCC3)ccc1O,0.1
Cc1noc(C)c1COC(=O)c1cc(=O)[nH]c2ccccc12,11.0
COc1cccc(C2/C(=C(/O)c3cnn(-c4ccccc4)c3C)C(=O)C(=O)N2CCN(C)C)c1OC (centres undefined),0.1
Cc1nnc(NC(=O)c2cccc(NC(=O)C(C)C)c2)s1,-0.3
Cc1cccc(CCNC(=O)CCc2nc(-c3ccccc3F)no2)c1,3.1
N/C(=N/O)c1nc(N2CCCCC2)nc(N2CCCCC2)n1,2.1
Cc1occc1C(=O)NNC(=S)Nc1cccc([N+](=O)[O-])c1,-0.8
Cc1ccc(S(=O)(=O)N2CCSC2c2ccco2)cc1 (centres undefined),1.9
COC(=O)c1ccccc1NC(=O)COC(C)=O,-3.1
CCOC(=O)CN1NC2(CCC(C(C)(C)C)CC2)NC1=S (centres undefined),-8.8
CCN1CCN(c2ncnc3sc(C(=O)Nc4ccccc4F)c(C)c23)CC1,2.5
COc1ccccc1Nc1ncnc2c1oc1ccccc12,3.3
COc1ccc2[nH]c(=O)c(CN(C(=O)c3ccco3)C3CCCCC3)cc2c1,15.2
CCn1cc([N+](=O)[O-])c(C(=O)N2N=C(c3cccc4ccccc34)CC2c2ccccc2O)n1 (centres undefined),7.3
CCC(CC)c1nnc(NC(=O)CCCN2C(=O)c3ccccc3C2=O)s1,7.4
CCCNC(=O)c1ccccc1NC(=O)Nc1ccccc1C,-5.1
Cc1nc(N2CCN(Cc3nc4ccccc4[nH]3)CC2)c2oc3ccccc3c2n1,6.9
O=C(Nc1cc(C(F)(F)F)ccc1N1CCOCC1)c1c(F)c(F)c(F)c(F)c1F,-10.8
CN(C)Cc1nc2c(c(=O)[nH]1)C(C)(C)Cc1ccccc1-2,-4.5
CCOC(=O)c1ccc(NC(=O)CN2C(=O)CCC2=O)cc1,-1.2
Cc1ccc(C)c(N2CCN(S(=O)(=O)c3ccc4c(c3)OCCO4)CC2)c1,-1.8
O=C(N/N=C/c1c[nH]c2ccc(Br)cc12)c1ccn(Cc2ccc(Cl)cc2)n1,13.3
CCN(CC)C(=O)CSc1ncnc2c1cnn2Cc1ccccc1,14.7
COc1ccc(C2=Nc3cc(C)ccc3OC2)cc1,-3.5
O=C(Nc1ccc(OCC(F)(F)C(F)F)c(C(F)(F)F)c1)c1ccccc1,0.7
CN1CCN(CC(O)COc2ccc(Cl)cc2)CC1 (centres undefined),2.9
O=C(c1ccccn1)N(Cc1cc2ccccc2[nH]c1=O)C1CCCCC1,-8.7
O=C(CCn1cccc1)Nc1cccc(F)c1,-3.3
CC1=CC(C)(C)Nc2ccc(OC(=O)C(Cc3ccccc3)N3C(=O)C4CCCCC4C3=O)cc21 (centres undefined),0.8
CCCc1nc2c(=O)n(C)c(=O)[nH]c2n1C,1.3
O=C(Nc1ccccn1)c1ccc2ccccc2n1,5.9
Cc1ccc(-c2nnn(CC(=O)Nc3ccccc3-c3ccccc3)n2)c(-n2cnnn2)c1,4.8
O=C(Cn1cnc2c(cnn2-c2ccccc2)c1=O)NCCc1ccccc1,-3.0
COc1cccc(C(=O)Nc2cccc(SC)c2)c1,0.2
COCn1c(COc2ccc3ccccc3c2)nc2ccccc21,-1.9
COC(=O)C(C)C1Sc2ccccc2NC1=O (centres undefined),-7.2
CS(=O)(=O)N(CC(=O)N1CCOCC1)Cc1ccc(Cl)cc1,-2.9
CCc1nc(N2CCN(C(=O)c3ccccc3)CC2)c(C#N)c2c1COC(C)(C)C2,2.6
COc1cc2c(cc1OC)CN(C(=O)Cc1ccc(OC)c(S(=O)(=O)N3CCOCC3)c1)CC2,-0.7
O=C(CC(c1ccccc1)c1ccccc1)Nc1ccc(Cl)cn1,0.7
c1ccc2c(c1)Cn1nc(Cc3nc4c(s3)CCCC4)nc1-2,11.9
O=S(=O)(c1cccs1)n1cnc2ccccc21,-0.8
Cc1ccc(-c2nnn(CC(=O)N(Cc3ccccc3F)C(C(=O)NC3CCCC3)c3ccncc3)n2)o1 (centres undefined),7.1
CSc1nc(N)c(C#N)c(-c2ccc(Cl)cc2)c1C#N,-1.6
Cc1ccc(S(=O)(=O)N2CCOCC2)cc1C(=O)Nc1ccccn1,-8.5
CCC1(C)Cc2c(sc3nc(NC)n(C)c(=O)c23)CO1 (centres undefined),0.3
Cc1ccc(C)c(N(CC(=O)Nc2cc(Cl)ccc2Oc2ccccc2)S(C)(=O)=O)c1,5.2
O=C1CCCc2ccccc2N1Cc1ccccc1Cl,-3.8
CC1CCN(C(=O)Nc2cccc(NC(=O)N3CCC(C)CC3)c2)CC1,2.0
COc1ccccc1N=C1SC(C(=O)Nc2ccc(F)cc2)CC(=O)N1C (centres undefined),-6.2
CC(C)COc1ccc(C(=O)OCCN2CCOCC2)cc1,-3.2
C/C(CC(=O)Nc1ccc(N(C)C)cc1)=N\NC(=O)c1ccccn1,33.5*

(more compounds)
Compound,Artemis endo inh
Cc1ccc(C(=O)Nc2sc3c(c2C(=O)O)CCCCC3)o1,0.9
CCOC(=O)C1=C(C)N=C2SCCC(=O)N2C1c1cc(Br)ccc1OC (centres undefined),-2.3
O=C(Nc1ccccc1)Nc1ccc(S(=O)(=O)N2CCCCC2)cc1,3.5
N#Cc1cn(Cc2cccc(Cl)c2)c2ccccc12,7.2
C=CCn1c(SCC(=O)Nc2sccc2C(N)=O)nc2ccccc2c1=O,4.9
O=C(N/N=C\c1ccc(Cl)cc1Cl)c1sccc1-n1cccc1,17.2
CCOC(=O)c1c(C)[nH]c(C(=O)O)c1C,1.9
O=C(CC1CC2CCC1C2)NCc1cccs1 (centres undefined),-5.5
CCCCN(CCCC)c1cn[nH]c(=O)c1Cl,3.2
O=C(c1c(Cl)nc2sccn12)N1CCN(c2cccc(Cl)c2)CC1,-4.5
O=C1CC2C(CC(OC(=O)c3ccc(-c4ccccc4)cc3)C2CO)O1 (centres undefined),4.1
Cc1ccccc1C(=O)NCCSc1ccccc1,-6.7
CCN(CC)CCN1C(=O)C(=O)/C(=C(/O)c2c(C)[nH]c(C(=O)OC)c2C)C1c1ccccc1OC (centres undefined),-3.4
CSc1nnc2c3c4c(sc3c(=O)n(-c3ccccc3)n12)CC(C)(C)OC4,-4.9
Cc1nn(Cc2ccccc2)c2c1C(c1cccnc1)C(C#N)=C(N)O2 (centres undefined),-0.4
COc1cccc(OCC(=O)NNC(=O)c2cccs2)c1,-5.0
COc1ccc(-c2nc3cccc(C)n3c2NCc2ccco2)cc1OC,-2.0
O=C(O/N=C1/CCCc2occc21)c1ccccc1,2.6
COC(=O)c1[nH]c2ccc(Cl)cc2c1NC(=O)CN1CCc2cc(OC)c(OC)cc2C1,16.2
CCCNC(=O)c1n[nH]c(=O)c2ccccc12,-1.2
Cc1cccc(NC(=O)CSc2nnc(NC(=O)CN3CCOCC3)s2)c1,1.2
CC(C)NCc1c(O)c(Br)cc2oc3c(c12)CCCC3,9.4
CSc1nc(C)cc(C)c1C#N,-8.1
C=CCOc1nc2c(c(=O)n(Cc3ccc(Cl)c(Cl)c3)c(=O)n2C)n1C,15.6
CCC(C)c1ccccc1NC(=O)C1CCCO1 (centres undefined),-3.2
O=C(O)c1ccc(OCC(O)Cn2cnc3ccccc32)cc1 (centres undefined),-0.6
Nc1ccc(C23CC4CC(CC(O)(C4)C2)C3)cc1,7.0
O=C(NCC1CCCO1)Nc1ccccc1 (centres undefined),13.6
CCC1Nc2ccccc2-c2nnc(SC)nc2O1 (centres undefined),-6.3
O=C(c1ccc(-n2cccc2)cc1)N1CCOCC1,-5.0
CC(C)CSc1nc2c(=O)[nH][nH]c(=O)c2n1Cc1ccccc1,4.6
O=C(COc1ccccc1)N1CCN=C1SCc1cccnc1,-3.1
O=C(c1ccc(Cl)cc1Cl)N1CCC(c2nc3c(nnn3Cc3ccco3)c(=O)[nH]2)CC1,12.2
COc1ccc(C(c2nnnn2C2CCCCC2)N2CCN(c3ccc(OC)cc3)CC2)cc1 (centres undefined),1.9
O=C(COc1ccc(Cl)cc1)NCc1nnc(SCC(=O)NCc2ccc3c(c2)OCO3)o1,2.2
Cn1nnnc1SCc1ccc(F)cc1,-10.3

Of the compounds above, five contain two or more sulfur atoms:
Compound,Artemis endo inh
Cc1ccc(S(=O)(=O)N2CCSC2c2ccco2)cc1 (centres undefined),1.9
O=S(=O)(c1cccs1)n1cnc2ccccc21,-0.8
C=CCn1c(SCC(=O)Nc2sccc2C(N)=O)nc2ccccc2c1=O,4.9
CSc1nnc2c3c4c(sc3c(=O)n(-c3ccccc3)n12)CC(C)(C)OC4,-4.9
Cc1cccc(NC(=O)CSc2nnc(NC(=O)CN3CCOCC3)s2)c1,1.2

(continued)
Compound,Artemis endo inh
Cc1ccc(S(=O)(=O)N2CCN(C)CC2)c(C)c1N(C)S(=O)(=O)c1ccc(Cl)cc1,6.4
CCC(C)C(N)C(=O)NC(CCC(=O)OCc1ccccc1)C(N)=O (centres undefined),-4.3
O=C(N/N=C/c1cccc(O)c1)c1ccc(COc2ccc3c(c2)CCC3)o1,8.1
COC(=O)C1CCN(C(=O)CN2C(=O)NC(CCc3ccccc3)C2=O)CC1 (centres undefined),-0.1
C/C(=N/NS(=O)(=O)c1ccc(C)cc1)c1cccc(NC(=O)c2cccc(Cl)c2)c1,-1.5
CSc1nc(Cl)c(Cc2ccc(OC(C)C)cc2)c(N2CCOCC2)n1,0.6
O=C(Nc1ccc(Cl)cc1)c1ccc2c(c1)OCO2,-4.7
CN(C#N)c1nc(N2CCOCC2)nc(N2CCOCC2)n1,-2.6
CCCC(C)n1[nH]c(=O)cc1N (centres undefined),-8.5
Cc1cc(NC(=O)CSc2nccn2-c2ccc(Cl)cc2)no1,-6.7
Cc1cccc(-n2nc(C(=O)Nc3ccccc3)n3c(=O)cc(-c4ccccc4)nc23)c1,3.4
COc1cc(OC)cc(C(=O)N/N=C/c2ccc(OC)c(COc3ccc4ccccc4c3)c2)c1,10.6
CCCC(=O)Nc1ccc(N2CCCCC2)cc1,-5.7
O=c1oc2ccccc2cc1C1=Nn2c(nnc2-c2cccnc2)SC1,2.3
Cc1cc(O)c(NC(=S)NC(=O)c2ccc(-c3ccc(Cl)cc3)o2)cc1C,15.2
O=C(Cc1cccs1)Nc1cccc(-c2nc3ccccc3o2)c1,6.9
Cc1ccc(S(=O)(=O)NCC(=O)N(CC(=O)NCC2CCCO2)Cc2ccccc2)cc1 (centres undefined),-8.0
CCC(=O)Nc1nnc(CCc2ccccc2)s1,-8.6
OCCOCCNc1ncnc2c1cnn2-c1ccccc1,-7.3
C=CCN1C(=O)C(CC(=O)Nc2ccccc2)SC1=Nc1c(C)n(C)n(-c2ccccc2)c1=O (centres undefined),-8.5
O=C1C2C3C=CC(C3)C2C(=O)N1Cc1cccnc1 (centres undefined),-4.9
CC1=C/C(=N\OS(=O)(=O)c2ccccc2)C=CC1=O,1.8
O=C(NC1CC1)c1ccc(-c2nc3ccccc3s2)s1,8.2
[2H]c1c([2H])c([2H])c(C(=O)c2sc(N3CCCCCC3)nc2-c2ccccc2)c([2H])c1[2H],-2.2
COC(=O)CCC(=O)Nc1ccc(OC)cc1,-6.6
Cc1c(Cc2ccccc2)c(=O)oc2cc(OCc3nn[nH]n3)ccc12,20.2
Cc1cc(NC(=O)CSc2nc(-c3ccco3)cc(C(F)(F)F)n2)no1,-1.8
CC(C)Cn1c(-c2ccccc2)nc(=S)c2c1CCCC2,1.5
O=C(NNC1=NCCC1)c1ccc(Br)cc1,7.6
Cn1[nH]c(=O)c(Cl)c(Cl)c1=O,11.5
Cc1n[nH]c(C)c1S(=O)(=O)N1CCCC(C(=O)Nc2nccs2)C1 (centres undefined),-1.1
Cc1ccc(NC(=S)NCCO)c(C)c1,-11.8
CCC(c1nnnn1Cc1ccc2c(c1)OCO2)N1CCN(c2ccc(F)cc2)CC1 (centres undefined),10.0
Cc1ccc(S(=O)(=O)NCC23C=CC(O2)C2C(=O)N(c4ccccc4)C(=O)C23)cc1 (centres undefined),-0.5
Cc1ccc(OCCN2CCCCCC2)c(C)c1,-1.9
CCc1c(C)nc(Nc2nc(C)c3cc(OC)ccc3n2)[nH]c1=O,3.9
COc1ccc(OCC(=O)N2CC3(C)CC2CC(C)(C)C3)cc1 (centres undefined),-7.1
CC(C)CCNC(=O)CN(CC1CCCO1)C(=O)CCC(=O)Nc1ccccn1 (centres undefined),-1.9
Brc1ccc(-c2csc(-c3c[nH]c4ccccc34)n2)cc1,-7.0
Cc1nnc2n1NC(c1ccc(Cl)cc1)C(C(=O)N(C)C1CCCCC1)S2 (centres undefined),0.6
CCN(CC)S(=O)(=O)c1ccc(N(C)Cc2ccc(C(F)(F)F)cc2)nc1,8.7
CN(C)C=NC(=O)c1ccc([N+](=O)[O-])c(CS(=O)(=O)c2ccc(Cl)cc2)c1,5.7
